LGR2 antag: blocks bursicon-induced cAMP signaling via Drosophila LGR2; 380,000 compounds, 0.35% hits; AID 720647; inhibition, % at 9.99 µM; HEK293 LGR2, CRE-luciferase, bursicon-stimulated, 4 h;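 active = drop in luminescence signal, shown as inhibition above about 50% in the replicate tests, limit read from the data, passing the limit was not always enough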;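 also: agonist challenge used bursicon conditioned medium at about half maximal strength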
XiGFP reactiv: reactivates the inactive X chromosome in mouse fibroblasts; XiGFP mouse fibroblasts, % GFP-positive cells imaging, 3 d; cells co-treated with 5-aza-dC sensitizer; scaled so ellipticine positive control = 100%; activation, % at 7.58 µM; 360,000 compounds, 0.055% hits;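 active = mean normalized replicate activation at least 10% and every replicate at or above 10%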;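 also: 0% = median of on-plate neutral control wells and 100% = ellipticine 6 µM median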
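Material: XiGFP fibroblasts, SV40-immortalized. Buffer or medium: DMEM plus 5-aza-dC sensitizer. Compound: single concentration per compound, delivered by pin transfer. Times: 3 days compound exposure. Controls: ellipticine 6 µM.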
ERAP1 HTS inh: inhibitors of human ERAP1 aminopeptidase; Q9NZ08; recombinant ERAP1, Leu-AMC fluorescence, 60 min; inhibition, % at 10.7 µM; 340,000 compounds, 0.15% hits; AID 652197;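 active = mean replicate inhibition of at least 30%, or all replicates individually reaching that 30% level; inactive = mean below 30% and not every replicate reaching it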;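 also: 0% = neutral control wells and 100% = L-leucinethiol positive control wells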
Target sequence (Q9NZ08 whole entry, looked up): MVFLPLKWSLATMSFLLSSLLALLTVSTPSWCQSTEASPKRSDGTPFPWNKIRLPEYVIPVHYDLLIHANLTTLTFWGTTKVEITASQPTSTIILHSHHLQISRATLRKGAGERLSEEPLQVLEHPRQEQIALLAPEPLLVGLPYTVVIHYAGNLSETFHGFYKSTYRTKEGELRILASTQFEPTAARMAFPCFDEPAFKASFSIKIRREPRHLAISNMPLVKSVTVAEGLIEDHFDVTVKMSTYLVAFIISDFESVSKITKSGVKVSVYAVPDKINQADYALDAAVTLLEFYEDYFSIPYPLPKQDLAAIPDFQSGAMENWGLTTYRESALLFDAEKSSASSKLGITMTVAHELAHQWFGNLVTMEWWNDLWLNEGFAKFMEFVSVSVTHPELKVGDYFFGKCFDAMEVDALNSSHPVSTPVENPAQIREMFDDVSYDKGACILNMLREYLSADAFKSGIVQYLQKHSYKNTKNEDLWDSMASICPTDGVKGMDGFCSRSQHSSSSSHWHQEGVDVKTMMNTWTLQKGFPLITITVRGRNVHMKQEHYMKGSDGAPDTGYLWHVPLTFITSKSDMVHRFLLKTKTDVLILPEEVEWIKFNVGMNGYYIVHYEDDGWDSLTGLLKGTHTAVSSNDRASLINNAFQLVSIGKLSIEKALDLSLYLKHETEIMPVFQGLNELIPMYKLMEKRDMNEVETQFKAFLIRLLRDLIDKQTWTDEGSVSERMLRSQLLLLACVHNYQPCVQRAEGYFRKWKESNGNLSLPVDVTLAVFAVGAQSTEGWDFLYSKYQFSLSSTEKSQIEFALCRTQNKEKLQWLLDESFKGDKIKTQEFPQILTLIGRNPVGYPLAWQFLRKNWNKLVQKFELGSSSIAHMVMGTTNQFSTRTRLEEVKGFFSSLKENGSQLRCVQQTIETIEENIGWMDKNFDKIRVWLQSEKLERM
Cneo AK release: causes C. neoformans cell lysis | 360,000 compounds, 0.2% hits | adenylate kinase release luminescence, 4 h; normalised: neutral wells 0, clomiphene wells 100 | AID 651654 | lysis activity, % at 15 µM;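 active = mean lysis activity across replicates of at least 80%, whatever share of replicates individually reach that level; inactive = mean lysis activity below 80%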
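Schedule: static 4 h at 37 °C with compound, 1 h detection; system: C. neoformans cells; benchmarks: Clomiphene as positive control; buffer or medium: fresh YPD medium; measure: luminescence rise reflecting yeast cell lysis; measured by: luminescent adenylate kinase detection reagent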
PGC1a acetyl inh: modulators of PGC1a acetylation. U2OS PGC1a acetylation, AlphaScreen anti-acetyl-lysine; with virally co-expressed GCN5 acetyltransferase. 350,000 compounds, 0.17% hits. inhibition, % at 15.6 µM;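 active = every replicate shows inhibition of at least 40%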;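 also: 0% = neutral control wells and 100% = positive control wells; some results beyond the cut were filed as inactive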
S100A4 MyoIIA: blocks human S100A4 binding to myosin IIA peptide | S100A4/TAMRA-MyoIIA peptide fluorescence polarization | inhibition, % at 10.7 µM | 360,000 compounds, 0.14% hits;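 active = mean inhibition of at least 70% across replicates, with every replicate also reaching that level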
Target sequence (P26447 whole entry, looked up): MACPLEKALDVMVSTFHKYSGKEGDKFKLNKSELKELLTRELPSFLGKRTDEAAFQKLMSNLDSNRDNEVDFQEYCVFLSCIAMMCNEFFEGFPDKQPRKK
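Assay system: human S100A4 monomer with TAMRA-labelled myosin IIA peptide / Buffer or medium: Calcium-containing HEPES buffer, pH 7.2 / Reagent: TAMRA-labelled myosin IIA heavy-chain peptide probe, 5 nM / Compound: one dose per compound / Timing: polarization read 5 min after assay mix addition, stable 5–60 min / Benchmarks: neutral control DMSO, positive control TFP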
SIRT5 inh: sirtuin-5 (human) deacylase inhibition; Q9NXA8; Purified SirT5, succinyl-peptide AMC, trypsin-coupled fluorescence; inhibition, % at 15 µM; 330,000 compounds, 1.1% hits; AID 652115; in the data active = inhibition above about 15%
C2C12 statin: suppression of simvastatin myotoxicity; C2C12 myotubes + simvastatin, ATP luminescence, 48 h; scaled: DMSO 0, geranylgeraniol control 100; rescue of ATP level, % at 7.49 µM; 330,000 compounds, 0.78% hits;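 active = mean ATP rescue above about 67%, or every replicate alone reaching that limit, limit read from the data, passing the limit was not always enough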;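 also: myotubes were challenged with 10 µM simvastatin during compound exposure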
* marks the source's active call; other numbers are inactive results; x = no result given.

Short forms: A = LGR2 antag; B = XiGFP reactiv; C = ERAP1 HTS inh; D = Cneo AK release; E = PGC1a acetyl inh; F = S100A4 MyoIIA; G = SIRT5 inh; H = C2C12 statin
C[C@H]1CN([C@@H](C)CO)C(=O)Cc2cc(NS(=O)(=O)c3cccs3)ccc2O[C@H]1CN(C)Cc1ccc(C(F)(F)F)cc1
  A: -6; B: 0.0; C: 0; D: 0; E: 3; F: 5; G: -4; H: 4

CC(C)CC(=O)N1CCN(S(=O)(=O)c2ccc(F)cc2)CC1
  A: 15; B: x; C: x; D: 0; E: -9; F: x; G: x; H: 0

COc1ccc(-c2cc(-c3ccc(O)cc3)nc(N)c2C#N)cc1
  A: x; B: 0.2; C: 1; D: 0; E: -36; F: 0; G: -1; H: 7

CC(C)CC(c1nnnn1C(C)(C)C)N1CCN(Cc2ccccc2)CC1 (stereo unspecified)
  A: 28; B: 0.4; C: -3; D: 6; E: 5; F: 35; G: -5; H: -5

O=C(C[C@H]1CC[C@@H]2[C@H](COC[C@H](O)CN2Cc2ccc3c(c2)OCO3)O1)N1CCOCC1
  A: -1; B: 0.1; C: 1; D: -4; E: 2; F: 8; G: -1; H: -1

O=C(Nc1nc2nccc(-c3ccccc3)n2n1)C(Cl)(Cl)Cl
  A: x; B: 0.5; C: -5; D: x; E: x; F: -14; G: 0; H: x

O=C(NCCS(=O)(=O)NCc1cccnc1)c1ccccc1
  A: -16; B: 0.6; C: 0; D: x; E: x; F: -1; G: 0; H: x

Cc1cccc(NS(=O)(=O)c2cc(C(=O)N3CCOCC3)ccc2Cl)c1
  A: 2; B: 0.0; C: -1; D: x; E: -5; F: 4; G: -2; H: x

COc1ccc(S(=O)(=O)N(C)C[C@@H]2Oc3ccc(NS(=O)(=O)c4cccs4)cc3C(=O)N([C@H](C)CO)C[C@@H]2C)cc1
  A: 0; B: 0.0; C: 0; D: -4; E: -10; F: -19; G: -2; H: x

CC1(C)CC(=O)C2=C(C1)Nc1ccccc1NC2c1ccc(F)c(F)c1 (stereo unspecified)
  A: 7; B: 0.2; C: 5; D: 0; E: -9; F: -7; G: 0; H: 8

O=C(CNC(=O)c1ccc(Br)o1)Nc1ccccc1
  A: -5; B: 0.0; C: -4; D: 2; E: 6; F: -3; G: 1; H: 0

CCOC(=O)c1ccc2c(c1)nc(SC(C)C(=O)NCC1CCCO1)n2CC (stereo unspecified)
  A: -3; B: 0.2; C: 2; D: -3; E: 8; F: 7; G: -2; H: 0

Cn1c(SCC(=O)N2CCCC2)nc2c(c1=O)SCC2
  A: -8; B: 0.0; C: 0; D: 0; E: x; F: -1; G: 2; H: 8

CCCNC(=O)C[C@H]1CC[C@@H]2[C@H](COc3ccc(NC(=O)c4ccc(Cl)cc4)cc3C(=O)N2C)O1
  A: 4; B: 0.3; C: -1; D: -11; E: 9; F: -20; G: -9; H: -2

COc1ccc(S(=O)(=O)Nc2ccc3c(c2)C(=O)N([C@@H](C)CO)C[C@@H](C)[C@@H](CN(C)C(=O)Nc2ccc(C(F)(F)F)cc2)O3)cc1
  A: 6; B: -0.7; C: -1; D: 51; E: 23; F: -6; G: 0; H: x

CC(OC(=O)c1ccccc1NCCO)C(=O)Nc1ccnn1C(C)C (stereo unspecified)
  A: -3; B: 0.6; C: 3; D: -1; E: 1; F: -2; G: -14; H: 3

C=CCSc1nnc(NC(=O)Cn2cnc3c2c(=O)n(C)c(=O)n3C)s1
  A: -3; B: 0.0; C: -3; D: x; E: -11; F: -2; G: -2; H: -2

COc1ccc(NC(=O)CN(C)C(=O)c2ccc(NS(=O)(=O)c3ccc(C)c([N+](=O)[O-])c3)cc2)cc1
  A: -8; B: 0.0; C: 2; D: x; E: x; F: -1; G: 2; H: 7

O=[N+]([O-])c1ccc(NC(=S)N2CCc3ccccc3C2)cc1
  A: x; B: -0.1; C: 7; D: -11; E: -5; F: 0; G: 3; H: -8

CC(C)CN(C(=O)COC(=O)CNC(=O)c1ccc(Cl)cc1)C1CCS(=O)(=O)C1 (stereo unspecified)
  A: 1; B: 0.1; C: -2; D: x; E: 3; F: -12; G: -2; H: x

COc1ccc(NC(=O)CSc2n[nH]c(=O)n2C2CC2)cc1Cl
  A: -4; B: 0.0; C: -4; D: 1; E: -9; F: -26; G: -1; H: 3

Cc1cccc(N2CCN(C(=O)c3cc(C)oc3C)CC2C)c1 (stereo unspecified)
  A: 10; B: -0.1; C: -1; D: x; E: x; F: 21; G: 1; H: x

CN1c2ccc(Br)cc2[C@H]2[C@H](CCN2S(=O)(=O)c2ccccc2)[C@H]1CO
  A: 1; B: 0.0; C: -3; D: 6; E: -22; F: 6; G: 2; H: 10

Cc1ccccc1-n1c(C)cc(/C=C(\C#N)C(=O)NCC2CCCO2)c1C (stereo unspecified)
  A: -72; B: 0.1; C: x; D: -10; E: -7; F: x; G: x; H: -9

COc1ccc(/C(C#N)=C/c2ccccn2)cc1
  A: -82; B: -0.1; C: 2; D: -2; E: x; F: -6; G: 2; H: -4

Shown in CSV form: entries from further up
molecule,LGR2 antag,XiGFP reactiv,ERAP1 HTS inh,Cneo AK release,PGC1a acetyl inh,S100A4 MyoIIA,SIRT5 inh,C2C12 statin
CC(C)CC(=O)N1CCN(S(=O)(=O)c2ccc(F)cc2)CC1,15,x,x,0,-9,x,x,0
COc1ccc(-c2cc(-c3ccc(O)cc3)nc(N)c2C#N)cc1,x,0.2,1,0,-36,0,-1,7
CC(C)CC(c1nnnn1C(C)(C)C)N1CCN(Cc2ccccc2)CC1 (stereo unspecified),28,0.4,-3,6,5,35,-5,-5
O=C(C[C@H]1CC[C@@H]2[C@H](COC[C@H](O)CN2Cc2ccc3c(c2)OCO3)O1)N1CCOCC1,-1,0.1,1,-4,2,8,-1,-1
O=C(Nc1nc2nccc(-c3ccccc3)n2n1)C(Cl)(Cl)Cl,x,0.5,-5,x,x,-14,0,x
O=C(NCCS(=O)(=O)NCc1cccnc1)c1ccccc1,-16,0.6,0,x,x,-1,0,x
Cc1cccc(NS(=O)(=O)c2cc(C(=O)N3CCOCC3)ccc2Cl)c1,2,0.0,-1,x,-5,4,-2,x
COc1ccc(S(=O)(=O)N(C)C[C@@H]2Oc3ccc(NS(=O)(=O)c4cccs4)cc3C(=O)N([C@H](C)CO)C[C@@H]2C)cc1,0,0.0,0,-4,-10,-19,-2,x

The listing continues.
Fields – LGR2 antag, XiGFP reactiv, ERAP1 HTS inh, Cneo AK release, PGC1a acetyl inh, S100A4 MyoIIA, SIRT5 inh, C2C12 statin
C[C@@H]1CN([C@H](C)CO)C(=O)c2cccc(NS(=O)(=O)c3ccc(Cl)cc3)c2O[C@H]1CN(C)Cc1ccc(Cl)c(Cl)c1
  20, -0.4, -1, 2, -13, -5, 9, 31
C[C@@H]1CN([C@@H](C)CO)C(=O)c2cc(NS(=O)(=O)c3cccs3)ccc2O[C@@H](C)CCCCO[C@@H]1CN(C)Cc1ccccc1
  -20, 0.0, 3, 6, 9, 1, 0, x
CC(OC(=O)c1ccc(S(=O)(=O)N2CCOCC2)cc1)c1ccccc1 (stereo unspecified)
  -8, -0.1, -1, 1, x, 4, -2, 1
CCOc1ccc(NC(=O)CS(=O)CC(=O)Nc2cccnc2)cc1 (stereo unspecified)
  -2, 0.2, 2, -3, x, 0, -1, -5
COc1ccc(C(=O)n2cnc3ccccc32)cc1Br
  -5, -0.1, 3, 1, x, 2, -3, 1
CC(=O)c1ccc(NC(=O)C2CCCN2S(=O)(=O)c2cccc3cccnc23)cc1 (stereo unspecified)
  -9, 0.0, x, 1, 16, -1, x, -10
O=C(c1ccco1)N1CCN(S(=O)(=O)c2cccc([N+](=O)[O-])c2)CC1
  18, 0.1, 4, x, 7, 10, -6, x
CCN(CC)CCCNC(=O)c1ccccc1C
  -6, x, 3, 0, -24, -1, 1, 31
Cn1c(=O)c2c(-c3ccccc3)n(-c3ccccc3)cc2n(C)c1=O
  -4, 0.3, 0, x, -5, 4, 0, -79
Cn1cc(SCC(=O)Nc2ccc3c(c2)OCCO3)c2ccccc21
  -28, -0.1, 5, 1, -7, -3, -3, 6

(next part)
Fields – LGR2 antag, XiGFP reactiv, ERAP1 HTS inh, Cneo AK release, PGC1a acetyl inh, S100A4 MyoIIA, SIRT5 inh, C2C12 statin
CC(C)(C)c1ccc(NC(=O)NCc2ccco2)cc1
  -65, x, -1, 10, 2, -11, -4, -113
Cc1cccc(C(=O)NCCNC(=O)c2cccnc2)c1
  8, 0.0, -3, 38, 13, -6, 7, 12
Oc1ccc(N2CCN(Cc3nc4ccccc4[nH]3)CC2)cc1
  -9, 0.3, 4, 2, 9, -1, -3, -15
CCCCOc1ccc(N(CC(=O)NC2CCCCC2)C(=O)c2snc(C(N)=O)c2N)cc1
  -1, 0.3, 0, x, x, -1, 1, -4
CCN(c1ccccc1)S(=O)(=O)c1csc(C(N)=O)c1
  -8, 0.5, 0, 1, -10, 1, -4, -17
CC(CNC(=O)c1cc(COc2c(F)cccc2F)on1)Oc1cccnc1 (stereo unspecified)
  11, 0.2, -1, 1, -15, -2, -4, 0
COc1ccc(-c2csc(NC(=O)C3=COCCO3)n2)c(OC)c1
  -66, 0.0, -7, x, x, 4, -1, x
CN(c1c(C#N)c(C(F)(F)F)nn1C)N(S(C)(=O)=O)S(C)(=O)=O
  21, 0.0, 4, x, 3, 5, 3, x
COc1cccc(S(=O)(=O)N2CCCCN3[C@@H](CO)[C@@H](c4ccc(C5=CCCCC5)cc4)[C@@H]3C2)c1
  7, 0.1, -1, 21, -31, -4, 8, -9
CCOc1ccc(NC(=O)C(C)Oc2ccccc2C(=O)Nc2ccc(C)c(Cl)c2)cc1 (stereo unspecified)
  -42, x, x, -2, -5, x, x, -44

The listing continues:
Fields – LGR2 antag, XiGFP reactiv, ERAP1 HTS inh, Cneo AK release, PGC1a acetyl inh, S100A4 MyoIIA, SIRT5 inh, C2C12 statin
Cc1c(C(=O)N2CC(C(=O)N3CCCCC3)Oc3ccccc32)oc2ccccc12 (stereo unspecified)
  5, 0.5, -1, 4, -5, 15, 8, 17
CCCNC(=O)CCc1c(C)nc2c(c(C)nn2-c2ccc(C)cc2)c1C
  14, 0.1, -3, 0, 2, 0, -8, -16
CCc1ccccc1N1C(=O)C2C3CC(=O)C(c4ccccc43)C2C1=O (stereo unspecified)
  3, 0.0, 0, x, 2, -1, -2, -4
CC(C)C(=O)Nc1ccc2c(c1)C(=O)N(C)[C@@H]1CC[C@@H](CC(=O)NCc3cccc(F)c3)O[C@H]1CO2
  -4, 0.1, x, 56, -12, x, x, -13
COc1cccc(NC(=O)N2[C@H](CO)[C@H](c3ccccc3)[C@H]2CNC(C)C)c1
  1, 0.3, x, 2, 3, x, -2, 18
COc1ccc(-c2cn(CC[C@H]3CC[C@H](NC(=O)Nc4ccc(F)cc4)[C@@H](CO)O3)nn2)cc1
  -8, -0.2, -1, x, -3, -21, 4, x

These rows are one share of the data, so the mix of outcomes need not match the whole.
